H69AR inhibit: proliferation blockers of H69AR lung cancer cells, primary screen, cell-based, human, 86K library; hit rate 6% among 85,000; H69AR lung tumor viability, ATP luminescence, 72 h; stronger effect = lower value; viability, % at 10 µM; AID 598, 2007;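 active = viability at or below 40%; inactive = viability above 40%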;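 also: multidrug resistant small cell line overexpressing MRP-1 efflux transporter; 100% = mean luminescence of untreated control wells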
Fibroblast inh: antiproliferative effect on LL 47 fibroblasts – human, LL 47 cells, CellTiter-Glo luminescence, primary screen; LL 47 human lung fibroblast viability, ATP luminescence; stronger effect = lower value; hit rate 1.1% among 85,000; AID 719, 2007; viability, % at 10 µM;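 active = viability at or below 50% in the single dose screen; inactive = viability above 50%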;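 also: compound exposure lasted 72 h before the ATP readout; 100% = median luminescence of untreated cell-only wells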
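Times – overnight cell rest, 72 h compound treatment at 37 °C · Test system – human lung fibroblast line LL 47, low passage · Amount – 1,150 cells in each well · Controls – cell-only wells, no compound · Doses – 0.1% DMSO in all compound wells · Measured by – CellTiter-Glo luminescence · Buffer or medium – IMEM plus 15% FBS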
Calb biofilm kill: clotrimazole potentiators killing Candida biofilms, primary screen, with clotrimazole, Alamar Blue | C. albicans biofilm + clotrimazole | inhibition, % at 6 µM | hit rate 0.14% among 85,000;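 active = inhibition above 20%; inactive = inhibition below 20%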;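 also: preformed 24 hr biofilms exposed to compound for 48 hr; 0% = biofilm without compound and 100% = blank killed by clotrimazole plus chlorhexidine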
ERb SRC1 inh: inhibitors of ERβ-SRC1 coactivator interaction, primary screen, biochemical, TR-FRET, ERβ LBD, SRC-1 peptide; AID 633, 2007; hit rate 1.3% among 86,000; TR-FRET ER-beta LBD / SRC1-Cy5 peptide binding; receptor agonist-loaded with 1 µM estradiol; inhibition, % at 25.6 µM;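 active = compounds whose percent inhibition of the receptor-coactivator binding signal exceeds about 50% in the single-dose screen, limit read from the data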;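 also: 0% = receptor plus peptide wells without compound and 100% = peptide-only wells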
Target sequence (Q92731 whole entry, looked up, the tested form may be a part): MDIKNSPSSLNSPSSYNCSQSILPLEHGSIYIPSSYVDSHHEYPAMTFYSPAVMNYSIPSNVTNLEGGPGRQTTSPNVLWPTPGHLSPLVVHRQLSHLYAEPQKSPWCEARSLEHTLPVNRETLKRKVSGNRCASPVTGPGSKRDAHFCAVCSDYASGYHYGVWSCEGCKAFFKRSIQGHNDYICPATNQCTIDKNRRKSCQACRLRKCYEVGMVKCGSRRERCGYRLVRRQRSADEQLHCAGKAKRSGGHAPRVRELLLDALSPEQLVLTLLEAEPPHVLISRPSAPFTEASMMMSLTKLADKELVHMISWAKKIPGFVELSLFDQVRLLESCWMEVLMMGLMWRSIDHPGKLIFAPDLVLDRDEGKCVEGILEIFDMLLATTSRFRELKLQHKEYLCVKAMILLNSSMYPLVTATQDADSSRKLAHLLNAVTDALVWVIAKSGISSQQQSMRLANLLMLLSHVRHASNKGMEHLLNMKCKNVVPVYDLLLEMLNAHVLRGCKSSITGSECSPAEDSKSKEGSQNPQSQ
ERa coact pot: enhancers of ERα–SRC-1 coactivator binding, primary screen, biochemical, TR-FRET, ERα LBD, low estradiol. Estrogen receptor (Homo sapiens), P03372. TR-FRET ERalpha-LBD/SRC-Cy5 coactivator binding, 2 h; 100 = basal binding, no effect. coactivator binding (% of control), % at 25.6 µM. hit rate 1.3% among 86,000. AID 639, 2007; in the data active = activity above about 200%;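 also: binding measured in presence of low estradiol as agonist stimulus; 0% = peptide alone without receptor and 100% = receptor with peptide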
sEH act: soluble epoxide hydrolase activators, primary screen, biochemical, human sEH; Bifunctional epoxide hydrolase 2 (Homo sapiens), P34913; purified human sEH enzymatic activity, activator screen; activation, % at 2 µM; hit rate 0.04% among 91,000; AID 717, 2007; in the data active = activation above about 37%; also: values of inactives mirror those of a sister screen read the other way
Target sequence (P34913 whole entry, looked up): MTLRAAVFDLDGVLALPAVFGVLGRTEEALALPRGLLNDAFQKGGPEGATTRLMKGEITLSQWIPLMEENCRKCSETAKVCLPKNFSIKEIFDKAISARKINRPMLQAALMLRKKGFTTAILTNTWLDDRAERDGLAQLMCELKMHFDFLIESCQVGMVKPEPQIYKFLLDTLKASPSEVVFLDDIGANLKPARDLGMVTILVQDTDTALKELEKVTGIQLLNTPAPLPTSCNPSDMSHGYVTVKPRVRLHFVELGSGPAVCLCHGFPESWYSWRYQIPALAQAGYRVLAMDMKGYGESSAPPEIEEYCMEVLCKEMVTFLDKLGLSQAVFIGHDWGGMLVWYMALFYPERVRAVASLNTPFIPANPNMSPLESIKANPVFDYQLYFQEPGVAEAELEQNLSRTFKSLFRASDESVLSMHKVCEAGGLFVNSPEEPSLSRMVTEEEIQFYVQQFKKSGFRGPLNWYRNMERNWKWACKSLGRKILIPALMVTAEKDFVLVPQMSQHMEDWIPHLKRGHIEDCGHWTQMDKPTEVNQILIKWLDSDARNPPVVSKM
ERa coact inh: ERα–SRC-1 coactivator interaction inhibitors, primary screen, biochemical, TR-FRET, ERα LBD, estradiol-bound. hit rate 1.7% among 86,000. TR-FRET ER-alpha LBD / SRC-1 peptide. inhibition, % at 25.6 µM; in the data active = inhibition above about 50%;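 also: 0% = receptor plus peptide control and 100% = peptide only without receptor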
HUVEC inhibit: inhibitors of HUVEC proliferation, primary screen, cell-based, 384-well. CellTiter-Glo luminescence, 72 h; stronger effect = lower value. AID 648, 2007. viability, % at 10 µM (by protocol). hit rate 1.1% among 86,000;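 active = viability at or below 30%; inactive = viability above 30%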;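 also: 100% = median luminescence of DMSO-only cell control wells on each plate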
Smad3 inh: Smad3/FoxH1 peptide binding inhibitors, primary screen, biochemical, TR-FRET; AID 630, 2007; TR-FRET Smad3/Dy647-FoxH1 peptide binding, europium anti-His; hit rate 0.29% among 88,000; inhibition, % at 25 µM; Mothers against decapentaplegic homolog 3 (Homo sapiens), P84022;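 active = compounds that reduce the energy-transfer binding signal between the protein and its labelled peptide by more than half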;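 also: 0% = Smad3 plus labelled peptide maximal FRET and 100% = peptide-only background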
Active calls of the source: *; . = no result given; [ ] = dose if it differs, or a comment. These rows are one share of the data. The share of hits here may be higher or lower than overall.

SMILES | H69AR inhibit | Fibroblast inh | Calb biofilm kill | ERb SRC1 inh | ERa coact pot | sEH act | ERa coact inh | HUVEC inhibit | Smad3 inh
Cn1c(O)c(C=NC(CC(N)=O)C(=O)O)c(=O)n(C)c1=O (stereo not drawn) | . | 92 | 0 | -11 | 116 | 9 | -5 | 102 | 9
O=S(=O)(c1ccc(Oc2ccc(Br)cc2F)nc1)N1CCCCC1 | 87 | 94 | 8 | 1 | 101 | 9 | 10[fluorescence artefact?] | 108 | 3
Cc1ccc(-c2nnc(N3CCN(C(=O)c4ccco4)CC3)c3ccccc23)cc1 | 54 | 84 | 2 | 4 | 104 | . | 0 | 80 | -2
Cc1c(Cl)cccc1-n1ccnc1SCC(=O)O | 98 | 99 | -4 | 15 | 117[fluorescence artefact?] | . | -12 | 101 | 0
O=C(Nc1cccc(Cl)c1N1CCCCC1)c1ccc2c(c1)OCCO2 | 83 | 106 | 2 | -3 | 90 | -3 | 8 | 102 | -4
O=c1c2ccccc2nc(CSc2nnnn2-c2ccccc2)n1-c1ccccc1Cl | 95 | 70 | . | 59*[fluorescence artefact?] | 98[fluorescence artefact?] | -2 | 78*[fluorescence artefact?] | 34 | 19
C/C(=N\NC(=S)NC(C)C)c1ccc(-n2ccnc2)cc1 | 69 | 96 | 2 | -5 | 109 | 0 | -4 | 104 | -16
CCOC(=O)/C(C#N)=C\c1cc(C)n(-c2ccccc2)c1C | 55 | 95 | 6 | -9 | 81 | 18 | 0 | 99 | -4
C=CCN(C(=O)CNC(=O)c1ccco1)C(C(=O)NC1CCCCC1)c1ccc(OC)cc1 (stereo not drawn) | 80 | 99 | 0 | 1[fluorescence artefact?] | 100 | 0 | -7 | 108 | -9
CC(C)(C)CC(=O)Nc1ccc(C(N)=O)cc1 | 95 | 98 | 9 | 11 | 98 | -8 | -6 | 96 | 0
COCCNc1nc(SCC(=O)N2CCN(c3ccccc3)CC2)nc2ccccc12 | 67 | 98 | 8 | -2 | 89 | 4 | -6 | 88 | 8
Cc1noc(C)c1COC(=O)c1cccc(S(=O)(=O)N2CCCCCC2)c1 | 73 | 94 | -4 | 16 | 83 | . | 6 | 94 | 6
CCCSc1nc(C)c(CC(=O)O)c(=O)[nH]1 | 96 | 104 | 7 | -1 | 114 | 0 | -6 | 97 | 2
Cc1onc(-c2ccccc2)c1C(=O)N1CCN(S(=O)(=O)c2ccc3c(c2)OCCO3)CC1 | 78 | 81 | 3 | -8 | 130 | . | -7 | 97 | 5
CCNc1nc(Oc2ccc(=O)[nH]n2)nc(SC)n1 | 103 | . | 7 | -5 | 92 | 12 | -3 | 103 | 10
CC(=O)c1cc2c(cc1NC(=O)Nc1cccc(Cl)c1)OCCO2 | 84 | 94 | 4 | -6 | 108 | 2 | -3 | 80 | 3
COc1ccc(OC)c(NC(=O)CSc2ncccc2C(=O)O)c1 | 95 | 96 | 8 | 26 | 80[fluorescence artefact?] | -1 | 4 | 99 | -1
c1ccc2sc(N3CCN(Cc4nnnn4CC4CCCO4)CC3)nc2c1 (stereo not drawn) | 101 | 104 | 3 | -13 | 110 | . | -2 | 98 | -4
CC(C)(C)c1cc(CN2CCCC(O)C2)c(O)c(C(C)(C)C)c1 (stereo not drawn) | 59 | 97 | 2 | 0 | 101 | . | 9 | 61 | 1
CC(C)COC(=O)N(C)c1ccc(C(O)(C(F)(F)F)C(F)(F)F)cc1 | 72 | 92 | 5 | 3 | 88 | 6 | 2 | 107 | -5
O=C(c1ccccc1)N(Cc1cccs1)C1CCS(=O)(=O)C1 (stereo not drawn) | 94 | 106 | -4 | -14[fluorescence artefact?] | 120 | 9 | 0 | 103 | 0
C=CCn1c(CCNC(=O)C(C)(C)C)nc2ccccc21 | 95 | 97 | 0 | -1[fluorescence artefact?] | 116[fluorescence artefact?] | . | 4[fluorescence artefact?] | 84 | 11
CCc1cc(=O)oc2cc(C)c(CN3CCCC3)c(O)c12 | 100 | 108 | 7 | 28 | 94[fluorescence artefact?] | 0 | 38 | 105 | 5
Cc1c(NC(=O)c2cc3nc(-c4ccc(Br)cc4)cc(C(F)(F)F)n3n2)c(=O)n(-c2ccccc2)n1C | 0.6* | 46* | 9 | 14 | 103 | -3 | 5 | 103 | -1

By substructure: those above containing a furan ring, fused or not
SMILES | H69AR inhibit | Fibroblast inh | Calb biofilm kill | ERb SRC1 inh | ERa coact pot | sEH act | ERa coact inh | HUVEC inhibit | Smad3 inh
Cc1ccc(-c2nnc(N3CCN(C(=O)c4ccco4)CC3)c3ccccc23)cc1 | 54 | 84 | 2 | 4 | 104 | . | 0 | 80 | -2
C=CCN(C(=O)CNC(=O)c1ccco1)C(C(=O)NC1CCCCC1)c1ccc(OC)cc1 (stereo not drawn) | 80 | 99 | 0 | 1[fluorescence artefact?] | 100 | 0 | -7 | 108 | -9

Next section
SMILES | H69AR inhibit | Fibroblast inh | Calb biofilm kill | ERb SRC1 inh | ERa coact pot | sEH act | ERa coact inh | HUVEC inhibit | Smad3 inh
CC(C)C(=O)Nc1ccc(C(=O)c2ccccc2)cc1 | 96 | 100 | -3 | -3 | 96[fluorescence artefact?] | -2 | -11 | 87 | 14[fluorescence artefact?]
CN(C)CCN1CC(C(=O)O)CC1=O (stereo not drawn) | 93 | 100 | 4 | -18[fluorescence artefact?] | 125 | -6 | -30 | 103 | 3
CC(=O)c1ccc(N2CCCCCC2)c(F)c1 | 99 | 86 | 11 | 2 | 94 | 0 | 6 | 102 | -10
CCOc1ccc(NC(=O)CCn2c(=O)[nH]c3ccsc3c2=O)cc1 | . | . | . | -2[fluorescence artefact?] | 114 | -3 | 5[fluorescence artefact?] | . | 13
COc1ccccc1/C=N/NC1=NCCCCC1 | 97 | 97 | 2 | 0 | 91 | 0 | -13 | 96 | -2
Cn1cc(SCC(=O)NCC2CCCO2)c2ccccc21 (stereo not drawn) | 88 | 96 | 7 | -10[fluorescence artefact?] | 109 | -15 | -7 | 98 | 9
Clc1ccc(-n2nnnc2-c2ccccc2)cc1 | 105 | 99 | 6 | -11 | 110 | . | -11 | 101 | -9
Cc1cccc(NC(=O)C2CCN(S(=O)(=O)c3cccs3)CC2)c1 | 93 | 102 | 9 | -10 | 100 | -25 | -3 | 93 | 8[fluorescence artefact?]
CN(C)S(=O)(=O)N1CCN(C(=O)N2CCOCC2)CC1 | 81 | 104 | 1 | 1 | 117[fluorescence artefact?] | -13 | -1 | 103 | 8
O=C(O)c1cc(-c2ccco2)nc2ccc(Br)cc12 | 87 | 100 | 4 | 61* | 25[fluorescence artefact?] | . | 64* | 94 | 4[fluorescence artefact?]
COc1ccc(OC)c(C(=O)c2oc3ccccc3c2NC(C)=O)c1 | 22* | . | 3 | -2 | 111[fluorescence artefact?] | . | -3 | 88 | 5
CCOC(=O)Cn1nnnc1CN(CCc1ccccc1)Cc1cc2cc(CC)ccc2[nH]c1=O | 95 | 104 | -1 | 0 | 99 | -20 | 4 | 98 | 4
CN(CC(CC(=O)O)c1ccccc1)S(=O)(=O)c1ccc(Br)cc1 (stereo not drawn) | 89 | 100 | -2 | 12 | 100 | 2 | -6 | 97 | 3
CCC(=O)Nc1ccc(Oc2ccc3c(c2)C(=O)N(c2ccc(O)cc2)C3=O)cc1 | 86 | 100 | 1 | 1[fluorescence artefact?] | 74 | 2 | 9[fluorescence artefact?] | 100 | 6
Cc1cc(N2C(=O)CC(N3CCN(c4ccc(C(=O)c5cccs5)cc4)CC3)C2=O)no1 (stereo not drawn) | 90 | 103 | 6 | 1 | 120[fluorescence artefact?] | -6 | 3 | 102 | 0
Cc1nn(-c2ccccc2)c2[nH]c(=O)c(CNCC3CCCO3)cc12 (stereo not drawn) | 94 | 95 | 9 | -9 | 97 | . | -5 | 95 | 4
O=C(Nc1nncs1)C1(c2ccccc2)CCCC1 | 92 | 88 | 2 | -24 | 128 | 0 | -19 | 90 | 7
O=c1[nH]c2cc3c(cc2cc1C(c1nnnn1Cc1ccccc1)N1CCCCCC1)OCCO3 (stereo not drawn) | 2.1* | 30* | 5 | 44[fluorescence artefact?] | 246*[fluorescence artefact?] | -5 | 31[fluorescence artefact?] | 69 | 16
CCN1C(=O)/C(=C\N2CCN(c3cccc(Cl)c3)CC2)SC1=S | 50 | 78 | 9 | 33[fluorescence artefact?] | 413*[fluorescence artefact?] | . | 32[fluorescence artefact?] | 71 | 3[fluorescence artefact?]
O=C(Nc1ccccc1Oc1ccccc1)c1ccc(Br)o1 | 89 | 94 | 11 | 26[fluorescence artefact?] | 74 | 7 | 10 | 117 | 4
[O-][N+]1=C(c2cccs2)CN(O)C1 | . | 92 | 3 | -2[fluorescence artefact?] | 130 | 13 | -3 | 95 | 3
[O-][n+]1onc2c1CCc1c-2nc(-c2ccccc2)n1OCc1ccccc1 | 73 | 84 | 6 | -1[fluorescence artefact?] | 114 | -2 | -1[fluorescence artefact?] | 88 | 6
COc1cc(NC(=O)c2cccs2)c(C(=O)OCC(=O)NC(=O)NCc2ccccc2)cc1OC | 27* | 100 | 4 | 1 | 344* | -8 | 39[fluorescence artefact?] | 74 | -418
COc1cccc(CC(NC(C)=O)C(=O)NC2CCN(S(=O)(=O)c3cccc4ccccc34)CC2)c1 (stereo not drawn) | 101 | 91 | 0 | 2[fluorescence artefact?] | 99 | 25 | 6[fluorescence artefact?] | 87 | -7
C=CCn1c(CC(=O)Nc2cccc(OC)c2)nnc1SCC(=O)NC1CCCCC1 | 89 | 96 | 7 | -1 | 108 | 1 | -5 | 95 | 5
O=CN1CCN(C(=O)CN2C(=O)c3ccccc3C2=O)CC1 | 89 | 91 | 6 | 0 | 110 | . | -2 | 87 | 11
COc1ccc2cc(CN(CCO)C(=O)c3ccccc3F)c(=O)[nH]c2c1 | 83 | 105 | 5 | -5 | 109 | 6 | 3 | 98 | 6
O=c1oc(-c2ccco2)nc2ccccc12 | 100 | 99 | 6 | -2 | 90[fluorescence artefact?] | 0 | 4[fluorescence artefact?] | 94 | -6
CCOC(=O)c1cccc(NC(=O)CCn2cccc2)c1 | 59 | 101 | 6 | -1 | 98 | 14 | -4 | 90 | 8
CCOC(=O)Cn1nnc(-c2ccc(S(C)(=O)=O)cc2)n1 | 74 | 99 | 11 | -4 | 118 | 15 | -3 | 90 | 0
Cc1cc(-c2nnc(SCC(=O)N3C(C)CCCC3C)o2)no1 (stereo not drawn) | 67 | 102 | 6 | -19 | 105 | -9 | -26 | 96 | 1
c1ccc(CSc2nnc(SCc3ccccn3)s2)nc1 | 83 | 106 | 6 | -1 | 108[fluorescence artefact?] | . | 2 | 101 | 17
CCOC(=O)CNC(=O)c1sc(NC(=O)c2ccccc2F)nc1C | 72 | 96 | 4 | -6 | 109 | -19 | -7 | 86 | 1
CCCCCCn1c(N2CCC(C(N)=O)CC2)nc2c1c(=O)[nH]c(=O)n2C | 87 | 97 | -3 | -12 | 114 | 5 | -2 | 89 | 8
CCOC(=O)CNC(=O)c1ccccc1Br | 93 | 105 | 4 | 8 | 100 | -3 | 2 | 94 | 3
O=C(COC(=O)CCc1ccc(S(=O)(=O)N2CCCCC2)cc1)Nc1ccc2c(c1)OCO2 | 68 | 104 | . | 25 | 77[fluorescence artefact?] | . | 22 | 101 | 11

Bioassay records as filed in PubChem.
